Assay outcomes deposited in PubChem by National Center for Advancing Translational Sciences (NCATS).
D3 antag: antagonists of human D3 dopamine receptor; P35462; 360,000 tested, 2.5% active; D3R cells, DiscoveRx beta-arrestin luminescence, antagonist mode; active compounds read low; max response, negative = inhibition, %; in the data active = max response below about -50%; inconclusive = no clear call, values can overlap the other calls; note: % is set by controls: 0 for no effect and ±100 for the full control effect; mostly tested at two doses, the higher about 12 µM
Target sequence (P35462 whole entry, looked up): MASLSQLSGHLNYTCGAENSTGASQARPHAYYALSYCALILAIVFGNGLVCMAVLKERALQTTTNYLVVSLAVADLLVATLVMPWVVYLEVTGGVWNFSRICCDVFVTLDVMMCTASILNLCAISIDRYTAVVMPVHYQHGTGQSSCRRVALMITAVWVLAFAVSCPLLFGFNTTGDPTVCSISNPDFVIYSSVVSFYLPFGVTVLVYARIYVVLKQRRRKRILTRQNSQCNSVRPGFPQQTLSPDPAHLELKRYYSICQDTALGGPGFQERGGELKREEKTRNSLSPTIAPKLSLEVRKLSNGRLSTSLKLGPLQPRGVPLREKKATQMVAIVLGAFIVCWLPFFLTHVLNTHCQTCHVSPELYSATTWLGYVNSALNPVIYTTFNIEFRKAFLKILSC
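Cells plated overnight at 1500 cells/well, then exposed to library compounds with dopamine controls for 90 minutes at 37 degrees C. DiscoveRx reagent added for 30–60 minutes at room temperature; luminescence read, quantitative HTS format.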
KB-3-1 cytotox: KB-3-1 parental cell cytotoxicity; KB-3-1 viability, CellTiter-Glo ATP luminescence, 72 h; Potency, µM (titrated, usually from 46.1 µM), inactives show top-dose activity change, negative = cytotoxic, hits mostly cytotoxic; 400,000 tested, 1.4% active; note: potency is the fitted concentration of half-maximal effect; % is set by controls: 0 for no effect and ±100 for the full control effect; nearly all actives have a fitted effect of over 60% in size
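Using CellTiter-Glo luminescence, growth of non-resistant KB-3-1 adenocarcinoma cells is assessed 72 h after pin-tool compound addition at 37 °C. Normalized responses across the concentration series yield fitted curves.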
SW480 rereplic: DNA re-replication induction in SW480 cells; Potency, µM (titrated, usually from 46.1 µM), for the others: top-dose re-replication activation, hits mostly activators; SW480 DNA re-replication, Hoechst DNA content imaging, 48 h; AID 624297; 340,000 tested, 1.8% active; note: potency is the fitted concentration of half-maximal effect; % of control where 0% means no effect; nearly all actives have a fitted effect of over 55% in size
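Cells (250 per well) received 23 nL compound or DMSO by pin tool and were kept 48 hr at 37 C, 5% CO2. Nuclei were then stained with Hoechst for 40 min and scanned for DNA content.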
KB-V1 MDR tox: KB-V1 MDR subline cytotoxicity; KB-V1 MDR cells viability, CellTiter-Glo, 72 h; Potency, µM (titrated, usually from 46.1 µM), for inactives: at the top dose activity change, negative = cytotoxicity, usual class: cytotoxic; 400,000 tested, 3.4% active; AID 1347076; note: potency is the fitted concentration of half-maximal effect; % is set by controls: 0 for no effect and ±100 for the full control effect; nearly all actives have a fitted effect of over 60% in size
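KB-V1 cells (P-gp-expressing MDR subline of KB-3-1) in phenol-red-free DMEM with 10% FBS were exposed to library compounds over a concentration series for 72 h at 37 degrees C. Viability read by CellTiter-Glo luminescence; concentration-effect curves fitted after normalization.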
IL-1B inflam inh: inflammasome signaling inhibition, IL-1 beta readout; THP-1 LPS/ATP IL-1B secretion, AlphaLISA, 16 h; active compounds read low; 360,000 tested, 4.7% active; AID 743279; activity change, % at 57.5 µM; in the data active = activity change below about -50%; inconclusive = mostly about -30% to -49%; note: % is set by controls: 0 for no effect and ±100 for the full control effect
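THP-1 cells pretreated 1 hr with compounds (up to 57.5 uM final), then stimulated with LPS (250 ng/mL final) plus ATP (1.25 mM final); secreted IL-1B measured by AlphaLISA after 16 hr, decreased signal indicating inhibition.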
HT1080 IDH1KD tx: kills HT-1080 cells with IDH1 knockdown | HT-1080 IDH1 knockdown viability, ATP luminescence, 48 h | Potency, µM (series often up to 46.1 µM), inactives show at the highest dose activity, negative = toxicity, most hits filed as cytotoxic | 360,000 tested, 2% active | AID 686971;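 note: potency is the fitted concentration of half-maximal effect; 0% = DMSO wells and -100% = cell-free medium wells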
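In this qHTS, HT-1080 cells depleted of IDH1 are exposed for 48 h at 37 °C to compound titrations. Toxicity is scored from CellTiter-Glo luminescence, with DMSO as full viability and medium alone as none.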
HT1080-NT tox: kills 2HG-producing HT-1080-NT fibrosarcoma cells; HT-1080-NT fibrosarcoma viability, CellTiter-Glo ATP luminescence, 48 h; AID 686970; 360,000 tested, 1.6% active; Potency, µM (top dose mostly 46.1 µM), for the others: at the highest dose activity, negative = less viability, actives largely listed as cytotoxic;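 note: NT is the 2HG producing partner of a matched IDH1 knockdown line; potency is the fitted concentration of half-maximal effect; 0% = DMSO-treated cells and -100% = media-only wells without cells; nearly all actives have a fitted effect of over 55% in size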
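750 cells/well, RPMI + 5% FBS; 2 h settle, compound pin-transfer, 48 h at 37 degrees C. CellTiter-Glo 10 min RT, luminescence. Normalized to DMSO and media-only wells.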
D3 ag: D3 dopamine receptor (human) agonism. P35462. 410,000 tested, 0.58% active. D3R DiscoveRx beta-arrestin cells, luminescence, 90 min. AID 652048. max activation, %; in the data active = max activation above about 30%; note: 0% is about no effect; mostly tested at two doses, the higher about 12 µM
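Agonist mode: compounds and dopamine controls were applied to plated cells for 90 min at 37 degrees C after an overnight attachment at 1500 cells/well. Luminescent read-out followed 30 - 60 minutes at room temperature with DiscoveRx detection reagent.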
GLP1R ag: agonists of human GLP-1 receptor | Potency, µM (series often up to 45.6 µM), for the others: at the highest dose activation, usual class: activators | P43220 | HEK293 GLP-1R CRE-luciferase, luminescence, 4-6 h; cells express a hypersensitive GLP-1R form | AID 624172 | 380,000 tested, 0.007% active; note: potency is the fitted concentration of half-maximal effect; % of control where 0% means no effect
Target sequence (P43220 whole entry, looked up): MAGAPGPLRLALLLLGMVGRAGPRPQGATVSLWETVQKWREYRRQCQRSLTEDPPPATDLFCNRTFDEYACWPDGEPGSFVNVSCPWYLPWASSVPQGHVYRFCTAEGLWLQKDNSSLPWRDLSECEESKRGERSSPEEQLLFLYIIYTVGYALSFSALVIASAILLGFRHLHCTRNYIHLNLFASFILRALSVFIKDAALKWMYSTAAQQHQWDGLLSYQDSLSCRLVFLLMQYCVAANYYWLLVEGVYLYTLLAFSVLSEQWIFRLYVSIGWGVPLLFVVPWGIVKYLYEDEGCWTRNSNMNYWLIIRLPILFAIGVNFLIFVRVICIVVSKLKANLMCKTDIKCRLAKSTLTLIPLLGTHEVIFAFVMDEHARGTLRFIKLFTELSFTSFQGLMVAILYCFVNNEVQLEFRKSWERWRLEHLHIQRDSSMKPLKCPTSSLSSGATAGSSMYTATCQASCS
* = called active by the depositor; ? = inconclusive; . = not tested or not shown; [ ] = remark or other dose. Unless noted, calls come from the whole dose curve; as a rule, active = well fitted curve in the direction sought with a large enough effect; inconclusive = small, poorly fitted or top-dose-only effect, or another doubt; inactive = no such curve, though single readings can be large; an effect the other way counts as inactive or inconclusive.

1) COc1cc2c(cc1OC)[C@@H](NC(=O)Cc1ccc(F)cc1)[C@H](OCc1ccccc1)C2
2) Cc1nc2c(O)c3c(c(O)c2nc1C)C1C=CC3CC1
3) COc1ccc(NC(=O)CSc2nc(=O)n(CCN3CCOCC3)c3c2CCCC3)c(OC)c1
4) Cc1nc2ccccn2c1C(=O)N/N=C/c1ccc([N+](=O)[O-])o1
5) CCCCC(=O)Nc1ccc(NC(=O)C2CC2)cn1
6) CC(C)CC(=O)Nc1cc2c3c(c1)CCN3C(=O)CC2
7) Cc1cc2c(c(=O)o1)C(C1C=CCCC1)C(C#N)=C(N)O2 (centres undefined)
8) Cc1nc2sc(C(c3ccco3)N3CCc4ccccc4C3)c(O)n2n1 (centres undefined)
9) CCOC(=O)c1sc2nc(SC)nc(-c3ccc(Cl)cc3)c2c1N
10) COC(=O)CN1C(=O)C2(C(C#N)=C(N)Oc3c2c(C)nn3-c2ccccc2)c2ccccc21 (centres undefined)
Compound,1,2,3,4,5,6,7,8,9,10
D3 antag,-2,-3,-4,-11,5,15,22,-19,-9,-15
KB-3-1 cytotox,-8%,-12%,13%,-1%,17%,-4%,9%,1%,-3%,15%
SW480 rereplic,-6%,3.3µM*,1%,?,2%,28%,-4%,-1%,?,?
KB-V1 MDR tox,-7%,?,8.2µM*,?,9%,-5%,15%,-24%,12%,11%
IL-1B inflam inh,-29,0,0,28,-20,11,16,14,-3,-10
HT1080 IDH1KD tx,-6%,16µM*,4%,-7%,13%,-1%,18%,-4%,16%,?
HT1080-NT tox,-3%,?,4%,-17%,21%,-3%,20%,-3%,11%,?
D3 ag,-21,-4,2,1,0,-1,2,-10,3,12
GLP1R ag,3%,-5%,0%,11%,-2%,-4%,23%,5%,-2%,0%

11) CCC(NS(=O)(=O)c1ccc(OC)cc1)C(=O)O (centres undefined)
12) CN(CC(=O)NCc1ccccc1)S(=O)(=O)c1cnc[nH]1
13) CC1CCCCN1C(=O)c1cc(-c2ccc(Cl)c(Cl)c2)on1 (centres undefined)
14) O=C(Nc1cccc2[nH]ncc12)NS(=O)(=O)c1ccccc1
15) O=c1c2cc(Br)ccc2nc(-c2ccc([N+](=O)[O-])cc2)n1O
16) CCOC(=O)c1c(C)[nH]c(C)c1C(=O)CSc1nc2ccccc2[nH]1
17) Cc1ccc(F)c(NC=C2C(=O)OC(C)(C)OC2=O)c1
18) O=P(O)(COc1ccccc1)COc1ccccc1
19) COc1ccc(NS(=O)(=O)c2c(C)cc(C)cc2C)cc1
20) Cc1ccc(S(=O)(=O)N(C)C[C@@H]2Oc3ncc(Br)cc3C(=O)N([C@H](C)CO)C[C@H]2C)cc1
Compound,11,12,13,14,15,16,17,18,19,20
D3 antag,7,-1,-20,11,8,-6,11,-6,-5,19
KB-3-1 cytotox,-1%,-3%,-12%,0%,?,7%,8%,9%,?,-4%
SW480 rereplic,-3%,-6%,9%,-4%,2%,1%,2%,-2%,?,.
KB-V1 MDR tox,12%,3%,18µM*,-7%,4%,23µM*,4%,12%,?,-5%
IL-1B inflam inh,9,7,2,23,35,-2,18,5,-7,22
HT1080 IDH1KD tx,5%,-5%[9.24 µM],18%,11%,-14%,-14%,-5%,6%,-29%,-3%
HT1080-NT tox,13%,-2%,22%,17%,-15%,-1%,-1%,1%,-28%,2%
D3 ag,1,-9,-10,-5,2,-10,11,2,0,12
GLP1R ag,-7%,-1%,1%,-1%,1%,24%,-6%,-9%,-5%,1%

Random excerpt: 5 records from the list.
11) CCC(NS(=O)(=O)c1ccc(OC)cc1)C(=O)O (centres undefined)
18) O=P(O)(COc1ccccc1)COc1ccccc1
19) COc1ccc(NS(=O)(=O)c2c(C)cc(C)cc2C)cc1
15) O=c1c2cc(Br)ccc2nc(-c2ccc([N+](=O)[O-])cc2)n1O
12) CN(CC(=O)NCc1ccccc1)S(=O)(=O)c1cnc[nH]1
Compound,11,18,19,15,12
D3 antag,7,-6,-5,8,-1
KB-3-1 cytotox,-1%,9%,?,?,-3%
SW480 rereplic,-3%,-2%,?,2%,-6%
KB-V1 MDR tox,12%,12%,?,4%,3%
IL-1B inflam inh,9,5,-7,35,7
HT1080 IDH1KD tx,5%,6%,-29%,-14%,-5%[9.24 µM]
HT1080-NT tox,13%,1%,-28%,-15%,-2%
D3 ag,1,2,0,2,-9
GLP1R ag,-7%,-9%,-5%,1%,-1%

Later entries:
21) CC(C)Oc1ccc(S(=O)(=O)N2CCCCC2)cc1NC(=O)C1CCCC1
22) COc1cccc(-c2cc(C(=O)Nc3cnn(Cc4ccccc4C)c3)no2)c1
23) Cc1cc(CSc2nc(C)cc(=O)[nH]2)c2ncccc2c1
24) Cc1cccc(-c2noc(CNC(=O)COc3ccccc3C)n2)c1
25) Cc1nn(CCc2n[nH]c(=S)n2-c2ccc(F)c(Cl)c2)c(C)c1[N+](=O)[O-]
26) S=C(Nc1ccc(Cl)cc1Cl)N1CCOCC1
27) COCCn1c(N)c(N(Cc2ccccc2)C(=O)C2CCCC2)c(=O)[nH]c1=O
28) Cc1ccc(C(=O)CCCn2nnc(-c3cccnc3)n2)cc1C
29) CNC(=O)c1ccc(NC(=O)Cc2ccc(S(=O)(=O)N3CCOCC3)s2)cc1
30) Cc1ccc(NC(=O)CCCn2c(=S)[nH]c3ccsc3c2=O)cc1C
Compound,21,22,23,24,25,26,27,28,29,30
D3 antag,-26,6,13,-15,-14,3,12,11,-3,-26
KB-3-1 cytotox,-8%,0%,-5%,-20%,?,2%,-3%,-2%,-2%,23%
SW480 rereplic,4%,-7%,0%,12%,-5%,-1%,0%,-5%,-19%,-14%
KB-V1 MDR tox,7%,10%,?,-11%,-11%,0%,4%,?,-8%,29%
IL-1B inflam inh,11,45,6,17,9,-17,23,-6,0,37
HT1080 IDH1KD tx,0%,-10%,-8%,6%,1%,5%,12%,-11%,-4%,-8%
HT1080-NT tox,0%,-3%,-21%,-2%,-3%,10%,7%,-6%,0%,-16%
D3 ag,-6,5,31*,-4,-27,0,6,4,1,3
GLP1R ag,5%,-1%,8%,2%,-2%,6%,0%,-1%,1%,-1%

31) CNc1ccc(Cl)nn1
32) O=C(CN1CCN(S(=O)(=O)N2CCCCCC2)CC1)Nc1ccc(Br)cc1
33) CCn1c(SCC(=O)Nc2oc(-c3ccccc3)c(-c3ccccc3)c2C#N)nnc1-c1ccncc1
34) COc1cc2cc(C)c(SCC(=O)N3CCOCC3)nc2cc1OC
35) COc1ccccc1CSc1nc2c(c(=O)n(C)c(=O)n2C)n1C
36) O=S(=O)(c1ccc(Br)cc1)N1CCN(c2ccc3nnc(-c4ccccc4)n3n2)CC1
37) COc1cc(C(=O)Nc2ccc(F)cc2Cl)ccc1OCC(=O)N1CCOCC1
38) COc1ccc(C(=O)NNC(=O)C2CCN(S(=O)(=O)c3ccc(C)cc3)CC2)cc1
39) C=CCn1c(SCc2nnc(-c3ccccc3)o2)nnc1C(O)c1ccccc1 (centres undefined)
40) CN1CCN(C(=O)/C(=C/c2cn(S(=O)(=O)N(C)C)c3ccccc23)NC(=O)c2ccccc2Cl)CC1
Compound,31,32,33,34,35,36,37,38,39,40
D3 antag,-2,10,-13,-4,13,17,2,-8,-8,6
KB-3-1 cytotox,4%,-17%,5%,15%,-4%,-8%,10%,8%,2%,0%
SW480 rereplic,5%,-6%,9%,-3%,-5%,-1%,2%,6%,-3%,11%
KB-V1 MDR tox,0%,-6%,4%,-8%,-7%,-6%,-24%,20%,?,?
IL-1B inflam inh,21,-27,4,-17,36,14,-1,-13,13,6
HT1080 IDH1KD tx,11%,-2%,0%,3%[9.24 µM],21%,7%,11%,18%,-7%,0%
HT1080-NT tox,1%,-4%,-1%,0%,12%,2%,10%,19%,10%,10%
D3 ag,-1,3,0,5,2,1,0,-6,1,-16
GLP1R ag,5%,1%,1%,25%,1%,-1%,-10%,10%,-9%,-2%

41) O=C(c1cccn2c(=O)c3ccc(Cl)cc3nc12)N1CCN(Cc2ccc3c(c2)OCO3)CC1
42) COc1ccc(CCNS(=O)(=O)c2ccc(F)cc2)cc1OC
43) CCN(CC(=O)NC(=O)NC1CCCCC1)Cc1ccccc1
44) COc1ccc(CNC(=O)COC(=O)CCCOc2ccc(Cl)cc2Cl)cc1OC
Compound,41,42,43,44
D3 antag,-5,-15,-22,-2
KB-3-1 cytotox,-10%,3%,-2%,14%
SW480 rereplic,16µM*,-11%,4%,-8%
KB-V1 MDR tox,-4%,-7%,?,3%
IL-1B inflam inh,-26,21,-21,-8
HT1080 IDH1KD tx,3%,2%,12%,2%
HT1080-NT tox,10%,-2%,2%,1%
D3 ag,-13,-3,-1,-2
GLP1R ag,-7%,3%,8%,-4%

Quoted from the listing:
`COc1ccc(CNC(=O)COC(=O)CCCOc2ccc(Cl)cc2Cl)cc1OC` | SW480 rereplic = -8%
`CCN(CC(=O)NC(=O)NC1CCCCC1)Cc1ccccc1` | HT1080-NT tox = 2%

No enrichment for hits; any-hit rate near 12%.
